High-throughput results from PubChem.
rTrxR1 inhibitor: blocks rat thioredoxin reductase 1. O89049. recombinant rTrxR1, NADPH fluorescence consumption, selenite substrate. Potency, µM (top dose mostly 114 µM), for inactives: at the highest dose activity change, negative = inhibition, most hits filed as inhibitors. hit rate 1% among 390,000. AID 588453; also: potency is read from the fitted curve at half-maximal effect; % is scaled to controls: 0 for no effect and ±100 for the full control effect; nearly all actives have a fitted effect of over 65% in size
Target sequence (O89049 whole entry, looked up): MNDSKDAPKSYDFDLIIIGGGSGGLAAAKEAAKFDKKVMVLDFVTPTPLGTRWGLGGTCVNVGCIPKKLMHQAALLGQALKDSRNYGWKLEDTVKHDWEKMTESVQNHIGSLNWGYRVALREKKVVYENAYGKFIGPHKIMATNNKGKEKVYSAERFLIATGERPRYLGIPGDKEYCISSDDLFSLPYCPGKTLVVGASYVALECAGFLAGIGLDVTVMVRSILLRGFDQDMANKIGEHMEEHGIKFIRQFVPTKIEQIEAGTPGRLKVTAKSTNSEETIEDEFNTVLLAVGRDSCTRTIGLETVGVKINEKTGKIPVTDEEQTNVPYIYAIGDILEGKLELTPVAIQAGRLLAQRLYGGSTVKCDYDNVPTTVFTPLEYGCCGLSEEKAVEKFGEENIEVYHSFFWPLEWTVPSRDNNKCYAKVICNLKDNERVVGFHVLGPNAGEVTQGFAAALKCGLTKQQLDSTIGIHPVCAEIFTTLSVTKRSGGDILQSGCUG
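Rat TrxR1 (90 nM in the dispensed reagent) was pre-reduced with 400 uM NADPH for 5 min at room temperature, then incubated with compound for 15 min. After 400 uM selenite was added, NADPH fluorescence (Ex 340/Em 450 nm) was followed for 8 min.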
mIDH1 inhibitor: human IDH1 R132H inhibition | O75874 | Potency, µM (doses to about 76.6 µM), without a hit: at the top dose activity change, negative = inhibition, hits mostly inhibitors | hit rate 0.093% among 390,000 | IDH1-R132H enzyme, NADPH consumption, diaphorase/resazurin fluorescence; also: potency is read from the fitted curve at half-maximal effect; % is scaled to controls: 0 for no effect and ±100 for the full control effect; nearly all actives have a fitted effect of over 65% in size
Target sequence (O75874 whole entry R132H, stated change not applied): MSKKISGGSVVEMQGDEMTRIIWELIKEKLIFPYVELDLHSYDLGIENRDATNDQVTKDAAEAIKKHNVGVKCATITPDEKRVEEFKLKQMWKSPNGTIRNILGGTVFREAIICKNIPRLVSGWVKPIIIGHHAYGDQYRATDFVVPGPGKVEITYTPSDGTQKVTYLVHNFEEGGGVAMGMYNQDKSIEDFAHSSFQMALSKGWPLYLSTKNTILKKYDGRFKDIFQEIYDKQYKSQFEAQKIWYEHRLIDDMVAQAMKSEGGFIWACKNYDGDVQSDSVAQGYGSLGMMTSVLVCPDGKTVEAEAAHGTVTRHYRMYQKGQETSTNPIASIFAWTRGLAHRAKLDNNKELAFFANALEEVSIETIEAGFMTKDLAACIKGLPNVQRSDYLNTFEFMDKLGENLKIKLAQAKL
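IDH1-R132H (0.5 ug/mL) preincubated 30 min with compound, then NADPH (0.016 mM) and alpha-KG (2 mM) added; 80 min at RT, pH 7.5. Remaining NADPH coupled via diaphorase/resazurin to fluorescence (540/590 nm); concentration-response curves normalized to no-enzyme control.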
USP1 inh: blocks the human USP1/UAF1 deubiquitinase complex; Potency, µM (doses to about 57.1 µM), for the others: top-dose activity change, negative = inhibition, actives largely listed as inhibitors; AID 743255; hit rate 0.23% among 390,000; O94782; recombinant USP1/UAF1, Ub-Rhodamine cleavage fluorescence; also: potency is read from the fitted curve at half-maximal effect; % is scaled to controls: 0 for no effect and ±100 for the full control effect; nearly all actives have a fitted effect of over 60% in size; inactives centre near -12
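In this screen, compounds sit with the deubiquitinase complex (1nM) for 15 min at room temperature before Ub-Rho is added at 150nM final. Fluorescence rise is then followed for 6 reads every 60 seconds.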
PI4K2A inh: PI4K2A (human) kinase inhibition; Q9BTU6; purified PI4K2A, ADP-Glo luminescence, 1 h; stronger effect = lower value; activity change, negative = inhibition, % at 76.9 µM; hit rate 0.13% among 420,000; AID 1346378; in the data active = activity change below about -50%; inconclusive = mostly about -30% to -49%;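 also: -100% = wells without enzyme as full effect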
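PI4K2A activity was measured by ADP-Glo luminescence: enzyme (4 ug/mL stock) and phosphatidylinositol (1.2 mM stock) in Tris pH 7.5/MgCl2/EGTA/Triton X-100 buffer were reacted with ATP (300 microM stock) for one hour at ambient temperature.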
TRHR PAM: allosterically enhances the human TRH receptor; P34981; TRHR cells, fluo-8 calcium fluorescence, EC20 TRH enhancement; enhancement, % at 2 µM; hit rate 0.66% among 360,000; AID 493056; in the data active = enhancement above about 30%; also: 0% is about no effect
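TRHR-expressing cells loaded with fluo-8 calcium dye were read kinetically (ex 480/em 530) during compound addition, then stimulated with an EC20 of TRH (10 nM final). Enhancement of the Gq-mediated intracellular calcium response was scored.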
TrxR1 substrate: rat thioredoxin reductase 1 substrate activity; hit rate 0.01% among 390,000; O89049; AID 588456; Potency, µM (top dose mostly 114 µM), for the others: top-dose activity change, negative = substrate turnover; purified TrxR1 substrate turnover, NADPH consumption readout; also: potency is read from the fitted curve at half-maximal effect; % is scaled to controls: 0 for no effect and ±100 for the full control effect; nearly all actives have a fitted effect of over 50% in size
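Rat TrxR1, dispensed at 90 nM, was prereduced with 400 uM NADPH (final) for 5 min at ~22 deg C, then incubated with compound 15 min before 400 uM selenite. A first-read NADPH fluorescence drop versus no-compound background flagged substrates.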
TRHR agonist: agonists of human TRH receptor; P34981; TRHR cells, calcium flux fluo-8, FDSS agonist mode; activation, % at 2 µM; hit rate 0.18% among 360,000; AID 493084; in the data active = activation above about 30%; also: 0% is about no effect
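Agonist-mode FDSS calcium read (Ex 480/Em 530, 1 s cycles) in 1536-well TRHR cells with fluo-8 dye, after 10-cycle baseline and 23 nL compound addition; TRH at EC20 (10 nM final) added afterwards for the enhancer phase.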
D2 antag: D2 dopamine receptor (human) antagonism; P14416; HEK293 TREx D2 cells, calcium flux, dopamine EC80; inhibition, % at 10 µM; hit rate 2% among 340,000; AID 485344; in the data active = inhibition above about 30%; also: 0% is about no effect
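HEK293 T-REx D2 cells, tet-induced, calcium dye no-wash. Cpd pintool add, 180 s kinetic, then EC80 DA, 180 s kinetic. Ca flux read.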
D2 ag: agonists of human D2 dopamine receptor. P14416. HEK293 T-REx D2 cells, calcium flux agonist mode. AID 485358. activation, % at 2 µM. hit rate 0.53% among 340,000;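 active = activation over 3 SD above normal in the single-dose calcium agonist read, cut at about 30% in these data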; also: 0% is about no effect
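In this primary screen, compounds producing a positive calcium signal within 180 s of addition to tetracycline-induced, force-coupled HEK293 Trex D2 cells are flagged; cells are dye-loaded with a no-wash calcium kit beforehand.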
* hit, by the source's call; ? = inconclusive; . = no result given; [ ] = dose if it differs, or a comment. Unless noted, calls follow the shape of the dose curve; as a rule, active = well fitted inhibition curve with a large enough effect; inconclusive = small, poorly fitted or top-dose-only effect; inactive = no such curve, though single readings can be large or run the other way.

Values in the order – rTrxR1 inhibitor, mIDH1 inhibitor, USP1 inh, PI4K2A inh, TRHR PAM, TrxR1 substrate, TRHR agonist, D2 antag, D2 ag
Cc1ccc(NC(=S)N2CCN(c3ncccn3)CC2)c(C)c1
    -13.8%, 3.1%, -22.9%, -4.5, 4.8, -3.0%, 0.3, 0.5, 0.9
COc1cc(OC)cc(-c2cc3cc4c(cc3cn2)OCO4)c1
    18.6%, 3.8%, -16.0%, -3.2, ., 13.3%, ., ., .
COCCN(CCOC)Cc1cc(=O)oc2cc3c(cc12)CCC3
    -13.3%, 4.9%, -24.2%, -1.2, -1.3, 8.3%, 1.4, 3.4, -1.0
COc1cccc(C(=O)Nc2ccc3nc(SCC(=O)N(C)c4ccccc4)sc3c2)c1
    18.7%, 6.2%, -3.4%, -6.9, -1.5, 8.3%, 0.5, ., 0.4
CCCN1CCN(C(=O)Nc2ccc(C(=O)OCC)cc2)CC1
    11.9%, 2.6%, -14.2%, 2.8, -6.2, 8.6%[57.1 µM], -0.2, 14.5, 0.0
CCOC(=O)N1CCN(Cc2nc3c(c(=O)n(C)c(=O)n3C)n2Cc2ccccc2)CC1
    -2.8%[57.1 µM], 7.6%, -25.6%, -4.1, 0.1, 7.1%[57.1 µM], 0.1, ., .
Cc1[nH]ncc1-c1nc2ccccc2[nH]1
    -6.8%, -4.2%, -16.6%, 3.0, 3.4, -2.4%, 0.6, -21.4, 0.2
COc1ccccc1/C=C1\SC(=S)N(CCC(=O)N2CCCCC2CCO)C1=O (stereo unspecified)
    13.5%, -6.3%, -17.2%, 4.2, -10.2, -5.4%, -0.2, -2.2, -0.1
COc1cc(OC)cc(C(=O)Oc2ccc(/C=N/Nc3nc4ccccc4s3)cc2OC)c1
    ?, -0.9%, -5.3%, 0.7, 5.3, -5.9%, 0.2, -4.4, 1.5
O=C(Nc1cccnc1)c1cc(-c2cccc(Br)c2)nc2ccccc12
    -11.5%, -2.9%, -17.1%, -2.3, -5.3, -11.1%, 0.5, -25.0, 0.1
O=C(CC(SCCO)c1ccc([N+](=O)[O-])cc1)c1ccco1 (stereo unspecified)
    20.7%, 10.3%, 2.8%, 8.5, -1.3, -9.3%, 0.0, 4.5, 0.2
Cc1csc(NC(=O)CCc2nc3ccccc3s2)n1
    29.1%, 6.3%, -5.6%, -14.6, 2.1, 12.6%, -0.5, 12.5, 0.0
CCCSc1nnc(NC(=O)c2ccco2)s1
    2.8%, -3.9%, 2.6%, 2.3, -6.5, -10.0%, -0.3, -18.6, 0.6
Cn1c(C(=O)N2CCCC(C(=O)N3CCN(c4ccccc4)CC3)C2)cc2sccc21 (stereo unspecified)
    -1.7%, 0.4%, -5.4%, 5.2, 4.8, -5.0%, 0.1, ., 0.0
COc1ccc(CCNC(=O)c2ccc(N3CCCC3=O)cc2)cc1OC
    8.6%[57.1 µM], 2.5%, -12.9%, 2.2, -3.3, 6.2%[57.1 µM], 0.1, -15.5, 0.1
COc1ccccc1NC(=O)CSc1n[nH]c(Cc2ccccc2)n1
    3.3%, 2.7%, -16.3%, -2.3, -8.8, -2.2%, -0.4, -5.0, 0.4
CCOC(=O)N1CCN(C(=O)CCc2c(C)nc3c(c(C)nn3-c3ccc(C)c(C)c3)c2C)CC1
    12.5%, 3.5%, -7.7%, -6.5, -5.9, 3.9%, 0.7, 10.3, -0.9
COc1ccc(/C=C/C(=O)OCC(=O)NC(=O)NC(C)(C)C)cc1
    11.7%[57.1 µM], 1.0%, -17.6%, 2.1, 4.5, 0.8%[57.1 µM], -1.0, 4.6, -0.6
CCOC(=O)CSc1ncnc2c(C(=O)OCC)c3n(c12)CCC3
    -6.0%, 9.9%, -8.7%, -2.1, 1.9, 1.4%, -1.1, 10.3, 0.3
COc1ccc2cc(/C=N/NC(=O)c3c(Cl)cnn3C)c(Cl)nc2c1
    13.3%, -0.6%, 1.5%, 10.1, -5.9, 26.2%, -0.2, ., .

The final 2 entries of the section before open the next one:
Values in the order – rTrxR1 inhibitor, mIDH1 inhibitor, USP1 inh, PI4K2A inh, TRHR PAM, TrxR1 substrate, TRHR agonist, D2 antag, D2 ag
CCOC(=O)CSc1ncnc2c(C(=O)OCC)c3n(c12)CCC3
    -6.0%, 9.9%, -8.7%, -2.1, 1.9, 1.4%, -1.1, 10.3, 0.3
COc1ccc2cc(/C=N/NC(=O)c3c(Cl)cnn3C)c(Cl)nc2c1
    13.3%, -0.6%, 1.5%, 10.1, -5.9, 26.2%, -0.2, ., .
O=C1N/C(=C/c2ccsc2)C(=O)N1c1ccccc1
    14.8%, -4.9%, -16.6%, -0.6, -0.1, 2.9%, 1.8, -3.1, -1.0
CC(=O)c1c(N2CCCC2)nc(=S)n(-c2ccccc2)c1C
    30.0%, 2.6%, 6.6%, -2.9, -6.5, 6.2%, 0.0, 17.1, 0.2
OCCCc1nc2n(n1)C(c1ccccc1)C=C(c1ccccc1)N2 (stereo unspecified)
    ?, -0.7%, -18.5%, -2.6, 3.9, 27.9%, 18.8, -16.9, 1.9
CCOc1cc(/C=C2/C(=N)N3OC(C)=CC3=NC2=O)ccc1OCCOc1ccccc1
    39.5%[activator][57.1 µM], -1.4%, -12.5%, -0.6, 18.0, 17.7%[57.1 µM], 0.9, 3.9, -0.1
COC(=O)C1N[C@@H]([C@@H](NC(=O)COc2ccccc2)C(=O)NC2CC2)SC1(C)C (stereo partly specified)
    10.8%[57.1 µM], -4.6%, -27.3%, 1.9, ., 4.6%[57.1 µM], ., ., .
NC(=O)C1CCN(c2ccc3c(c2)S(=O)(=O)c2ccccc2C3=O)CC1
    5.1%[57.1 µM], 1.0%, ?, 1.4, ., 5.6%[57.1 µM], ., ., .
CCCN1CCN(C(=O)C2CCN(S(=O)(=O)c3ccc4c(c3)NC(=O)C(C)S4)CC2)CC1 (stereo unspecified)
    25.3%, -10.6%, -13.1%, 2.3, 3.5, 2.9%, 0.7, -6.1, 0.7
c1ccc(Cn2c(CSc3nnnn3-c3ccccc3)nc3ccccc32)cc1
    3.6%[57.1 µM], -2.2%, -0.7%, 4.8, -5.8, 15.0%[57.1 µM], 0.0, 17.3, -0.5
CCCCc1c(C)nc2c(-c3ccc(Cl)cc3)c(C)[nH]n2c1=O
    8.4%, -14.1%, -17.1%, 2.9, -7.5, -6.3%, 0.4, ., -1.3
COc1ccc(C(=O)NCCn2cc(SCC(=O)Nc3ccc4c(c3)OCCO4)c3ccccc32)cc1
    9.1%[11.4 µM], 17.3%, -15.0%, 3.6, 0.0, -4.1%, -1.6, ., -0.5
Cc1ccc(NC(=S)NC(=O)C2CC2)cc1Cl
    ?, -7.9%, -26.9%, 2.5, 2.4, 4.7%, -1.3, 4.0, -0.1
CSCCC1NC(=O)C(C(C)=Nc2ccccc2)=C1O (stereo unspecified)
    -10.3%, 2.5%, -17.1%, -7.2, ., -13.9%, ., ., .
O=S(=O)(Nc1ncccn1)c1ccc(NS(=O)(=O)c2cc(Cl)ccc2Cl)cc1
    9.2%[57.1 µM], -14.7%, 0.5%, 0.6, -2.5, 5.4%[57.1 µM], -0.3, -5.1, 0.5
COc1cccc(-c2cc(C(F)(F)F)nc(N3CCOCC3)n2)c1
    0.8%, 3.2%, -11.7%, -2.1, 14.5, 3.9%, -0.1, 6.0, 0.0
COc1ccc(N2CCN(CCCNC(=O)C3CCCN(S(=O)(=O)c4c(C)n[nH]c4C)C3)CC2)cc1 (stereo unspecified)
    20.4%, 7.0%, -11.4%, 0.1, 28.8, -0.2%, 0.0, 6.0, -0.4
O=C(CCc1nc2ccccc2c(=O)[nH]1)N1CCN(c2ccc(F)cc2)CC1
    -3.6%[57.1 µM], -7.7%, ?, 2.3, 20.6, 4.4%[57.1 µM], 0.1, -0.2, 1.4
CCCCn1c(N)c(N(CCOC)C(=O)c2ccc(-n3c(C)ccc3C)cc2)c(=O)[nH]c1=O
    2.0%[57.1 µM], -2.5%, -22.1%, -1.7, -4.9, 4.5%[57.1 µM], 0.0, -26.9, 0.4
Cc1cc(C(=O)NNC(=S)NCc2ccccc2)cs1
    3.4%, 5.7%, -14.8%, -1.5, 0.9, 2.5%, -0.4, 1.0, 0.9
COc1cc(C2NC(=O)c3ccccc3O2)cc(OC)c1OC (stereo unspecified)
    20.1%, 4.2%, -20.5%, 6.7, -0.3, 9.8%, 0.4, 3.9, 0.6
Cc1ccnc(NS(=O)(=O)c2ccc(NC(=O)c3ccc([N+](=O)[O-])s3)cc2)n1
    6.0%, 3.4%, -23.8%, -0.3, -2.2, -7.5%, -3.5, -2.6, 0.8

Additional entries.
Values in the order – rTrxR1 inhibitor, mIDH1 inhibitor, USP1 inh, PI4K2A inh, TRHR PAM, TrxR1 substrate, TRHR agonist, D2 antag, D2 ag
Cc1ccc(C(=O)CN2CCC(NC(=O)C3CCCCC3)CC2)cc1
    ?, 7.2%, -25.9%, 2.4, -0.4, -1.2%, -0.2, -8.6, 0.8
COc1cccc(CNC(=O)CN2C(=O)COc3ccc(S(=O)(=O)N4CCC(C)CC4)cc32)c1
    22.0%, -14.1%, -2.8%, -0.2, -5.6, 1.4%, -1.5, -8.3, 0.3
CC(=O)Nc1ccc(S(=O)(=O)Oc2ccc(C(=S)N3CCC(O)CC3)cc2)cc1
    -1.8%, 0.6%, -17.8%, -0.7, 3.3, -6.1%, -0.1, 13.6, -0.3
O=C(Nc1ccc2c(c1)OCO2)C(c1ccccc1)N1CCCCC1 (stereo unspecified)
    5.2%, 3.1%, 1.5%, -0.2, 12.5, 2.5%, -0.9, -7.9, -1.2
